High-throughput results deposited in PubChem BioAssay by IUPUI and University of Michigan.
ST2 inh – inhibitors of human ST2 (IL1RL1) binding to IL-33, primary screen, biochemical, AlphaLISA; Interleukin-1 receptor-like 1 (Homo sapiens), Q01638; AlphaLISA ST2-Fc/biotin-IL-33 interaction, 1 h; inhibition, % for hits at 17 µM; 78,000 tested, 2.3% active; in the data active = inhibition above about 30%; inconclusive = mostly about 10% to 28%
Target sequence (Q01638 whole entry, looked up): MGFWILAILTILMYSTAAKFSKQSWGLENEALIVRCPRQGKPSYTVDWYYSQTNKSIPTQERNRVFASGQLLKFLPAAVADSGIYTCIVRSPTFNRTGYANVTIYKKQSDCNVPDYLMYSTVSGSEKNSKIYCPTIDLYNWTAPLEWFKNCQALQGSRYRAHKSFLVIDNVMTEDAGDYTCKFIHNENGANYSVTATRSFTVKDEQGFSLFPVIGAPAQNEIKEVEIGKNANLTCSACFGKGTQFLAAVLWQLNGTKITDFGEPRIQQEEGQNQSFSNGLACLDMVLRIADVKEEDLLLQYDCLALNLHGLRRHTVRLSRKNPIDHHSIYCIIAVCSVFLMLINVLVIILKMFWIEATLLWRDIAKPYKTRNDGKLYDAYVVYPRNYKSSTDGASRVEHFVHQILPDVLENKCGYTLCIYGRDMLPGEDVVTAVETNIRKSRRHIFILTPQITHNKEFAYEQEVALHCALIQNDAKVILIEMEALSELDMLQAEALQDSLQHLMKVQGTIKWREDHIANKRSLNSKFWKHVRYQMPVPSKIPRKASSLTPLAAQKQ
* = called active by the depositor; i = inactive; ? = inconclusive. These rows are one share of the data; count on the stated rates, not on these rows.

SMILES	ST2 inh
O=C(Cc1c(C(=O)O)[nH]c2ccccc12)NCCN1CCN(c2cccc(Cl)c2)CC1	i
CCOC(=O)c1c(C)oc2cc(Br)c(OC(=O)c3ccccc3)cc12	i
CC(C)N1CCc2c(c(C(=O)NCCCc3ccccc3)nn2Cc2ccncc2)C1	?
CN(C)c1ccc(CNC(=O)c2cccn2-c2nnc(N3CCCCC3)s2)cc1	?
O=C(COc1ccc(-c2ccccc2)cc1)Nc1ncn[nH]1	i
COC(=O)c1cc(Nc2ncnc3c2cnn3-c2ccc(C)cc2C)cc(C(=O)OC)c1	i
Cc1c(Cl)cccc1NS(=O)(=O)c1ccc2[nH]cc(C(=O)N3CCOCC3)c(=O)c2c1	i
COc1ncc(-c2nccn2C(C)Cc2ccsc2)cn1 (stereo not given)	i
CSc1ccc(-c2nc(CN3C[C@H](O)[C@@H](N4CCOCC4)C3)c(C)o2)cc1	?
Cc1ccc(Nc2cc(C)nc(N3CCN(S(=O)(=O)c4ccc(C)cc4)CC3)n2)cc1	i
COCCCn1c(SCC(=O)N2CC(C)CC(C)C2)nc2c(sc3ccccc32)c1=O (stereo not given)	i
Cc1cccc(OCC(=O)Nc2cccc(O)c2)c1	?

The list goes on; it opens with the 6 that closed the last part.
SMILES	ST2 inh
Cc1c(Cl)cccc1NS(=O)(=O)c1ccc2[nH]cc(C(=O)N3CCOCC3)c(=O)c2c1	i
COc1ncc(-c2nccn2C(C)Cc2ccsc2)cn1 (stereo not given)	i
CSc1ccc(-c2nc(CN3C[C@H](O)[C@@H](N4CCOCC4)C3)c(C)o2)cc1	?
Cc1ccc(Nc2cc(C)nc(N3CCN(S(=O)(=O)c4ccc(C)cc4)CC3)n2)cc1	i
COCCCn1c(SCC(=O)N2CC(C)CC(C)C2)nc2c(sc3ccccc32)c1=O (stereo not given)	i
Cc1cccc(OCC(=O)Nc2cccc(O)c2)c1	?
CCn1cc(C(=O)N2CCCCCC2)c(=O)c2cc(S(=O)(=O)N3CCCCC3)ccc21	i
Cc1ccn2c(NC(=O)C(C)C)c(-c3ccc(F)cc3)nc2c1	i
Nc1nnc(SCc2ccc(C(=O)O)cc2)s1	i
CCCOc1ccc(CN(C)C)cc1C(=O)OC	i
CCOC(=O)c1ccc(N2C(=O)C(C)S(=O)(=O)C2c2ccccc2)cc1 (stereo not given)	i
CC(=O)Nc1ccc(S(=O)(=O)Nc2cccc(Cl)c2C)cc1	i
COc1ccc(NS(=O)(=O)c2c(C)n[nH]c2C)cc1Cl	i
Cc1cccc(CNc2nc(-c3nnc(-c4ccc(F)cc4)o3)nc3ccccc23)c1	i
CCc1ccc2oc(-c3ccc(NC(=O)c4ccc5c(c4)OCCO5)cc3)nc2c1	?
CN(Cc1ccccc1)c1nc2c(c(=O)[nH]c(=O)n2C)n1CCSc1nc2ccccc2o1	i
COc1cc2c(cc1OC)CN(C1CCCN(C(=O)c3cc(C)nc(C)n3)C1)CC2 (stereo not given)	?
COc1cccc(-c2nc(S(=O)(=O)c3ccccc3)c(N(C)C)o2)c1	i
Clc1ccc(CN2CCSCC2)cc1Cl	?
CC(O)/C=C/C1C(C)C(O[C@@H]2O[C@H](CO)[C@@H](O)[C@H](O)[C@H]2O)C(O)CC1(C)C (stereo not given in full)	?
Fc1ccc(C2(c3noc(Cc4ccc5c(c4)OCO5)n3)CCOC2)cc1 (stereo not given)	?
O=C1CCCC2=C1C(c1cccnc1)n1nc(SCc3ccccc3F)nc1N2 (stereo not given)	?
O=C1CC(Cc2ccccc2)C(=O)N1c1ccccc1 (stereo not given)	i
Cc1ccc(C(=O)N2CCN(c3cccc(Cl)c3)CC2)cc1	i
CCOc1ccc(S(=O)(=O)NCc2nc3cccnc3n2Cc2ccc(OC)cc2)cc1	i
NC(=O)C1CCN(S(=O)(=O)c2ccc([N+](=O)[O-])cc2)CC1	i
Cc1cccc(N(CC(=O)NCCCc2cccnc2)S(C)(=O)=O)c1	i
COc1ccc(N2CSC3=C(C#N)C(c4ccccc4OC)CC(=O)N3C2)c(OC)c1 (stereo not given)	?
O=C1CCCC2=C1C(c1ccc(Cl)cc1)Nc1ccccc1N2 (stereo not given)	i
CCCC(=O)NC(c1ccc(C(C)C)cc1)c1cc([N+](=O)[O-])c2cccnc2c1O (stereo not given)	?
Cc1cccc(C(=O)NCc2ccco2)c1	i
COc1ccc(C(=O)Nc2c3c(nn2-c2cccc(C)c2C)CS(=O)C3)c(OC)c1 (stereo not given)	i
CCn1ncc(NC(=O)c2cccc(CN3CCCCC3CCO)c2)n1 (stereo not given)	i
O=c1[nH]cnc2c1nc(Br)n2C1OC(CO)C(O)C1O (stereo not given)	i
COc1cccc(/C=C2\N=C(SC)SC2=O)c1	?
COc1cc(C(=O)Nc2cccc(N3CCCS3(=O)=O)c2)cc(OC)c1OC	i
O=C1CCCC2=C1C(c1ccc(F)c(Oc3ccccc3)c1)Nc1ccccc1N2 (stereo not given)	i
CC(C)(O)C#Cc1ccc(C(=O)N2CCCC(C(=O)c3ccc4ccccc4c3)C2)o1 (stereo not given)	i
Cc1nc2cc(NC(=O)c3ccc(S(=O)(=O)N4CCOCC4)cc3)ccc2s1	?
COc1ccc(-c2noc(CCC(=O)NCc3cc(Br)ccc3OC)n2)cc1	i
COc1ccccc1/C=C/C1=NC(=C\c2ccc(Cl)cc2Cl)/C(=O)O1	i
CCc1nccn1S(=O)(=O)c1ccc(I)cc1	i

Exported with bars between the fields: entries from further up.
SMILES | ST2 inh
Cc1nc2cc(NC(=O)c3ccc(S(=O)(=O)N4CCOCC4)cc3)ccc2s1 | ?
Cc1cccc(C(=O)NCc2ccco2)c1 | i
CC(C)(O)C#Cc1ccc(C(=O)N2CCCC(C(=O)c3ccc4ccccc4c3)C2)o1 (stereo not given) | i

Next section
SMILES	ST2 inh
COc1ccccc1N1CCN(Cc2sccc2C)CC1	i
C=C(C)Cn1c(CCNC(=O)c2cccs2)nc2ccccc21	i
C=CCNc1ncnc2c1cnn2-c1ccccc1	i
CC(=O)N1N=C(c2ccccc2)CC1c1cc2cc3c(cc2nc1Cl)OCO3 (stereo not given)	?
O=C(CSc1ncccn1)Nc1ccc(F)cc1	i
c1ccc(OCCCOc2ccccc2)cc1	i
Cc1ccsc1[C@@H]1CCN(C(=O)c2cc(=O)[nH]c3ccc(F)cc23)C[C@H]1O	i
COc1ccc(CC2CN(Cc3ccco3)CCO2)cc1 (stereo not given)	i
COc1ccc(CN2CCN(Cc3ccoc3)CC2CCO)c(F)c1 (stereo not given)	i
O=C(N[C@H]1CN[C@H](C(=O)NCCCn2ccnc2)C1)c1cccc(Cl)c1	?
CCOC(=O)N1CCC(NC(=O)C2CC23CCN(C(=O)CCc2ccc(C)cc2)CC3)CC1 (stereo not given)	?
Cn1c(SCC(=O)c2ccccc2)nc2c([nH]c3ccccc32)c1=O	i
COCC(=O)Nc1cc(C(=O)N(C)Cc2cc3ccccc3s2)c2c(c1)nc(C1CCC1)n2C	i
O=C(O)C1CC2(CCNCC2)CN1C(=O)CCCc1cn[nH]c1 (stereo not given)	i
CC1=C(C(N)=O)C(c2ccccc2Cl)n2ncnc2N1 (stereo not given)	i
C=CCOc1cccc(C2Nc3ccccc3-c3nnc(SC)nc3O2)c1 (stereo not given)	i
CCc1cccc(C)c1NC(=O)COc1ccccc1	?
O=C(c1ccc2[nH]c(=O)[nH]c2c1)N1CCOC(CCCc2ccccc2)C1 (stereo not given)	?
O=C(CSc1ncnc2ccccc12)NCCCO	i
Cc1noc(C)c1S(=O)(=O)NC1CCN(Cc2ccccc2)CC1	i
Cc1c(N=Cc2cc(Cl)ccc2O)c(=O)n(-c2ccccc2)n1C	?
CCC1=C(c2ccc(OC)cc2)S(=O)(=O)N(CC(=O)Nc2ccc(C)cc2C)C1=O	i
Cc1ccc(N(CC(=O)NCCCC2CCOC2)S(C)(=O)=O)cc1 (stereo not given)	i
CCOC(=O)c1cccc(Nc2c3c(nc4ccccc24)CCC3)c1	?
Cc1nc(CNC(=O)c2cccc(Cn3cccn3)c2)cs1	i
Cc1cccc2[nH]c(-c3ccc(NC(=O)c4ccc(N)cc4)cc3)nc12	i
O=C(COc1ccccc1)NCc1nc2cccnc2n1Cc1ccc(F)cc1	?
Cc1cccc2nc(-c3ccco3)c(Nc3ccc(F)cc3)n12	i
O=S(=O)(NCc1ccc(Cl)cc1)c1cccc2cccnc12	i
C=CCN(CC=C)C(=O)c1ccccc1F	?
CCCS(=O)(=O)N1CCCC(C(=O)NCc2ccccn2)C1 (stereo not given)	i
C=CCN(C(=O)CSc1cc(=O)n(C)c2cc(Cl)ccc12)c1ccccc1	i
CSc1nc2ccc(N=Cc3ccc(O)cc3)cc2s1	?
OC(CN1CCOCC1)CN(c1ccccc1)c1ccccc1 (stereo not given)	i
COc1ccccc1C1C(C(=O)Nc2ccc(C)cc2C)=C(C)Nc2nnnn21 (stereo not given)	i
COc1cccc(CC2CN(Cc3cc4c(cc3C)OCO4)CCO2)c1 (stereo not given)	?
Cc1ccc(C(=O)N2CCC(C(N)=O)CC2)cc1Cl	i
COc1ccccc1CN1CC[C@H](c2nnc(C)o2)C1	i
CC(=O)Nc1ccc(NC2=CC(=NS(=O)(=O)c3ccc(C)cc3)c3ccccc3C2=O)cc1	48%*
Cc1c(NS(=O)(=O)CCl)c(=O)n(-c2ccccc2)n1C	i
O=C(C1CCN(S(=O)(=O)c2cccnc2)CC1)N1CCN(c2ccc(Cl)cc2)CC1	i
CNC(=O)C(C)N(C)Cc1nnc(CC2CCNCC2)n1-c1ccccc1 (stereo not given)	30%*
Cc1ccc(C2Nc3ccccc3NC3=C2C(=O)CC(c2ccccc2F)C3)cc1 (stereo not given)	?
COCc1cc(N2CCOC(C(F)(F)F)C2)ncn1 (stereo not given)	?
O=C1CC(=O)Nc2cc(S(=O)(=O)N3CCN(c4ccc(F)cc4)CC3)ccc2N1	i
Cn1c(SCc2ccccc2)nnc1-c1cccc(NC(=O)c2ccccc2F)c1	i
OCC1(Cc2ccccc2)CCN(Cc2nc3ccccc3s2)CC1	i
CCCC(=O)Nc1cccc(C(=O)NCCc2cn3nc(C)sc3n2)c1	?
CN1[C@H](C(=O)O)C[C@H](C(=O)N2CCOCC2)[C@@H]1c1ccccc1F	?
COc1ccc(C(=O)Nc2cccc(C)c2C)cc1	i
COc1ccccc1NC(=O)CN(c1ccccc1Cl)S(=O)(=O)c1ccc(C)cc1	?
C#CCSc1nc(N)c(C#N)c(-c2ccc(O)cc2)c1C#N	i
Cc1ccc2[nH]cc(-c3ccc(C(=O)NCCCc4ccccn4)cn3)c2c1	i
CCC(C)NC(=O)c1ccc(Cn2c(=O)c3cc(OC)c(OC)cc3n(CC(=O)NC(C)C)c2=O)cc1 (stereo not given)	i
C=C(C)Cn1c(=O)c2c(nc3n2CCN3c2ccc(C)c(C)c2)n(C)c1=O	i
C=CCn1c(CCNC(=O)c2ccc(F)cc2)nc2ccccc21	i
COc1ccc2oc(=Nc3ccc(F)cc3)c(C(=O)NC(C)=O)cc2c1	?
CNCC(=O)Nc1cccc(NC(=O)Cc2ccccc2)c1	i
CCOc1ccc(NC(=O)C(C(C)C)N2C(=O)c3ccccc3C2=O)cc1 (stereo not given)	i
COc1ccccc1CCC(=O)N1CCC(O)(CN(C)C)C1 (stereo not given)	i

More compounds follow.
SMILES	ST2 inh
CN(Cc1cccc(C(=O)Nc2ccc3c(c2)CCC3=O)c1)Cc1ccno1	?
Cc1nc2ccc(C(=O)N3CCCC(Nc4ccc(C)c(C)c4)C3)cc2[nH]1 (stereo not given)	i
COc1ccccc1N=Cc1c(O)ccc2oc3c(c12)CCCC3	31%*
CS(=O)(=O)N(CC(=O)Nc1ccccc1C(=O)NC1CCCCC1)c1ccccc1F	i
CC(C(=O)N1CCC(n2nccc2NC(=O)C(C)(C)C)CC1)N1CCCC1=O (stereo not given)	?
COc1ccc(C(=O)Nc2cccc(-c3nc4ncccc4o3)c2C)cc1OC	?
CC(C)Cc1ccc(S(=O)(=O)N2CCN(c3cc(-c4cccc(F)c4)ncn3)CC2)cc1	i
C=CCOc1ccc(C2C(C(=O)OC(C)C)=C(C)N=C3SCCC(=O)N32)cc1 (stereo not given)	i
C#CCOc1ccc(C2C(C#N)=C(N)Oc3cc4c(cc32)OCO4)cc1OC (stereo not given)	?
CCc1cc(C(=O)O)c(NC(=O)c2cccc(C)c2)s1	i
COc1ccc(-c2cc(C(F)(F)F)nc(N3CCCCC3)n2)cc1OC	i
O=C(c1ccccn1)N1C[C@@H]2C[C@H](C1)c1ccc(NS(=O)(=O)c3cccc(F)c3)c(=O)n1C2	i

Exported field by field: entries from further up
C#CCOc1ccc(C2C(C#N)=C(N)Oc3cc4c(cc32)OCO4)cc1OC (stereo not given)
  ST2 inh: ?

CCc1cc(C(=O)O)c(NC(=O)c2cccc(C)c2)s1
  ST2 inh: i

COc1ccc(-c2cc(C(F)(F)F)nc(N3CCCCC3)n2)cc1OC
  ST2 inh: i

O=C(c1ccccn1)N1C[C@@H]2C[C@H](C1)c1ccc(NS(=O)(=O)c3cccc(F)c3)c(=O)n1C2
  ST2 inh: i

(listing goes on)
SMILES	ST2 inh
CCOc1ccc(-n2c(=O)c3sccc3n(CC(=O)NC3CCCC3)c2=O)cc1	?
COCCC(=O)Nc1cc(C(=O)N2CCCCC2c2cccnc2)cc2nc(-c3ccccc3)n(C)c12 (stereo not given)	?
Cc1ccc(CN(C)CC(=O)N2CCN(C)C3(CCN(C)CC3)C2)cc1	i
COc1ccc(NC(=O)Nc2c(C)nc3nc[nH]n3c2=O)c(OC)c1	i
Nc1ccn([C@@H]2O[C@H](CO)[C@@H](O)[C@@H]2O)c(=O)n1	i
Cc1ncoc1C(=O)N1CCC(Oc2cccc(C(=O)NCc3ccccn3)c2)CC1	i
CC(C)(C)NC(=O)c1ccccc1C(=O)NC(C)(C)C	i
COCCN(Cc1ccc(C)cc1)Cc1cnc2nccn2c1	i
Cc1ccccc1/C=C1\Sc2ccccc2N(CC(=O)NC2CCCC2)C1=O	?
CCC(=O)Nc1ccc(NC(=O)CC(C)C)cc1	i

Part of the list above in order of SMILES length, low to high.
SMILES	ST2 inh
COCCN(Cc1ccc(C)cc1)Cc1cnc2nccn2c1	i
Cc1ccccc1/C=C1\Sc2ccccc2N(CC(=O)NC2CCCC2)C1=O	?
COCCC(=O)Nc1cc(C(=O)N2CCCCC2c2cccnc2)cc2nc(-c3ccccc3)n(C)c12 (stereo not given)	?
